P. falciparum M1AAP: P. falciparum M1AAP inhibitors, biochemical, fluorogenic H-Leu-NHMec substrate, 1536-well (AID 1445); recombinant M1AAP, H-Leu-NHMec fluorogenic kinetic assay; higher % means a stronger effect; one-dose inhibition, % at 30 µM; IC50 in µM for titrated hits; 220,000 compounds, 0.42% hits;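 active means primary inhibition above the hit cutoff, then over 50% inhibition at one or more dose response concentrations, cut at about 23% in these data, passing the limit was not always enough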;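 further: plate controls were DMSO full reaction for no effect and no enzyme background for full effect; strong numbers were not always called active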
Yfh1-depleted yeast: enhancers of respiration in Yfh1-depleted yeast, dose response, Friedreich's ataxia, plus single-dose screen (AID 1465). S. cerevisiae Yfh1-off respiration, WST-1 reduction, 72 h; higher fold induction means a stronger effect. 220,000 compounds, 0.074% hits. fold induction at 50 µM, or EC50 in µM where a hit was titrated;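 active means fold induction of absorbance versus untreated yeast above a set limit, then at least 30% activation at any dose in follow-up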;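 further: activators that raise dye reduction in frataxin-depleted yeast; strong numbers were not always called active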
M17LAP inhibition: P. falciparum M17LAP inhibitors, primary screen, biochemical, fluorogenic H-Leu-NHMec substrate, 1536-well (AID 1619). Leucine aminopeptidase (Plasmodium falciparum (isolate 3D7)). recombinant M17LAP, H-Leu-NHMec fluorogenic kinetic assay; higher % means a stronger effect. one-dose inhibition, % at 30 µM; IC50 in µM for titrated hits. 220,000 compounds, 0.38% hits;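 active means compound inhibiting the enzyme by more than half at any dose during confirmatory dose-response retesting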;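 further: plate controls were full reaction with DMSO carrier for no effect and no enzyme background for full effect; strong numbers were not always called active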
Dynein transport: inhibitors of GR-EGFP nuclear translocation, primary screen, dynein cargo transport inhibitor project, imaging, high-content, 3617.4 mouse cells; test concentration mostly 20 µM; stimulated with dexamethasone, 1 µM; hits give low values; z-score, hits read low; 220,000 compounds, 0.47% hits;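 active means plate z-score of nuclear minus cytoplasmic receptor signal below a set negative limit, without overly bright fluorescence or cell loss, cut at about -3.5 in these data, passing the limit was not always enough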;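 further: z-score of nuclear minus cytoplasmic ring GR-EGFP intensity difference per well; some compounds called inactive have numbers as strong as hits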
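Buffer or medium: tet-free, stripped-serum medium; reagent: dexamethasone at 1.0 µM final, 30 min; incubation: 48 h induction, 1 h compound, 30 min dex at 37 °C; measured by: formaldehyde fixation, Hoechst nuclear stain, 10x automated fluorescence imaging; read-out: nuclear-to-cytoplasmic GR-EGFP distribution per well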
T cell HTS: modulators of CD8 T cell-vesicle binding, primary screen, mouse 2C CD8+ T cells, flow cytometry; calls only at 7 µM; 2C CD8+ T cell-vesicle binding; hits give low values; 330,000 compounds, 0.068% hits;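 active means response, share of CD8 T cells binding vesicles, and their 90th percentile fluorescence all below set limits, cut at about 80% in these data, passing the limit was not always enough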
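Assay system: 2C TCR transgenic mouse naive CD8+ T cells, MACS-purified | Read-out: CD8+ gate FL2 mean fluorescence as % of same-row positive control | Signal: High-throughput flow cytometry with anti-B7-1 and anti-CD8 staining | Timing: Binding step 1.5 h, 37 °C, antibody labelling 20 min, ice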
Autophagy mod: autophagy modulators in MEF cells, primary screen, imaging, high-content, MEF GFP-LC3; 190,000 compounds, 0.98% hits; MEF GFP-LC3 puncta imaging; test concentration mostly 10 µM; calls only at 10 µM (by protocol); AID 463193, 2010;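 active means percentage of spot-positive cells more than 3 SD above its plate mean, without a fluorescence outlier flag or 80% toxicity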;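 further: spot-positive cell cutoff set from DMSO-treated cells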
bCat nuc transl: modulators of beta-catenin nuclear translocation, primary screen, imaging, HeLa cells, immunofluorescence, high-content. AID 1665, 2009. 190,000 compounds, 0.3% hits. nuclear translocation activity, % at 5 µM;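 active means nuclear translocation activity above 50% at 5 µM, with a well cell count of 50 or more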;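 further: per-cell ratio of nuclear to cytoplasmic median beta-catenin stain intensity; plate controls were DMSO negative control for no effect and GSK-3 inhibitor IX positive control for full effect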
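System: Human HeLa cells, endogenous beta-catenin | Compound dosing: 5 µM primary, 0.02–20 µM confirmation | Timing: 24 h compound exposure at 37°C, 5% CO2 | Measured by: Fluorescence imaging of beta-catenin antibody stain plus DAPI | Read-out basis: % activation of per-cell nuclear versus cytoplasmic median beta-catenin signal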
WT yeast gro inh: growth inhibition of WT strain, primary screen, mitochondrial fusion inhibitor project, WT and mutant strains, chemical genetic; 190,000 compounds, 2.1% hits; mitochondrial fusion phenotypic screen; inhibition, % at 10 µM; in the data active means inhibition above about 58%; tested in S. cerevisiae
MT stabilizer: microtubule stabilizers in HeLa cells, primary screen, imaging, high-content imaging | HeLa tubulin immunostaining HCS, 24 h; share of cells brighter than vehicle mean+2SD | % tubulin-high responders, % at 10 µM | 200,000 compounds, 0.83% hits;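 active means plate Z-score above 3 for both tubulin-high and condensed-nucleus cell shares, with cell loss under 80%, at 10 µM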;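 further: anti alpha tubulin signal scored within the nucleus-defined area of each cell; some results filed as inactive read as strong as hits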
WT yeast gro inh mutant strain: further read-out of WT yeast gro inh, marked with its call; inhibition, %; mitochondrial fusion phenotypic screen, mutant strain inhibition
Dynein transport cytoplasmic EGFP: also measured in Dynein transport; calls as there; z-score; measured here: cytoplasmic GR-EGFP intensity; hits give high values
Dynein transport nuclear GR-EGFP: second read-out of Dynein transport, no call of its own (marks repeat the call); z-score; measured here: nuclear GR-EGFP intensity;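 lower value marks the stronger effect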
Dynein transport cell count: further read-out of Dynein transport, marked with its call; z-score; measured here: cell count per field
bCat nuc transl cell count 5 µM: further read-out of bCat nuc transl, marked with its call; cell count; measured here: cell count, cytotoxicity flag
T cell HTS vesicle-bound %: also measured in T cell HTS; calls as there; double positive events, %; measured here: CD8+ vesicle-bound cell fraction;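 binding gate set so that unloaded-vesicle control wells show 10% double positive cells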
MT stabilizer Hoechst-high %: second read-out of MT stabilizer, no call of its own (marks repeat the call); % Hoechst-high responders; measured here: nuclear condensation Hoechst responders;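 share of cells brighter than vehicle mean plus two SD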
MT stabilizer cytotoxicity %: second read-out of MT stabilizer, no call of its own (marks repeat the call); toxicity, %; measured here: cytotoxicity by cell density;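 0% = mean cell density of plate MIN control wells and 100% = no cells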
Autophagy mod cell loss 18 h: also measured in Autophagy mod; calls as there; toxicity, %; measured here: cell loss, nuclei count;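 cell loss after 18 h compound exposure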
The depositor's hits bear a star; i = inactive; x = no result given.

Sample of the layout, six compounds:
SMILES	P. falciparum M1AAP	Yfh1-depleted yeast	M17LAP inhibition	Dynein transport	Dynein transport cytoplasmic EGFP	Dynein transport nuclear GR-EGFP	Dynein transport cell count	T cell HTS	T cell HTS vesicle-bound %	Autophagy mod	Autophagy mod cell loss 18 h	bCat nuc transl	bCat nuc transl cell count 5 µM	WT yeast gro inh	WT yeast gro inh mutant strain	MT stabilizer	MT stabilizer Hoechst-high %	MT stabilizer cytotoxicity %
CCN(CC)CCCN(Cc1cc2cc3c(cc2[nH]c1=O)OCCO3)C(=O)Nc1ccc(F)cc1	11%	i	-5%	-0.32	-0.3	-0.14	0.36	i	40	i	17	-0.6	1106	2	-19	4.1	4.0	10
Cc1cccc(OCCNC(=O)c2cc(-n3cnnc3)ccc2Cl)c1	2%	i	26%	0.89	-0.15	1.1	0.75	i	36	i	-25	2.2	1314	-10	-5	4.1	2.1	4.4
CCCNC(=O)c1onc(CSc2ccc(F)cc2)c1C(=O)NCCC	8%	i	-5%	0.072	-0.81	0.14	-0.033	i	42	x	x	0.1	1227	x	x	x	x	x
Cc1noc(C)c1COC(=O)[C@@H](NC(=O)c1ccccc1)C(C)C	4%	i	12%	0.56	-0.18	0.22	-0.25	i	21	i	-8	-3.7	1038	-4	-6	2.6	2.1	1.7
CCc1ccccc1N(C(=O)Cn1nnc2ccccc21)C(C(=O)NCCOC)c1ccco1 (stereo unspecified)	3%	i	16%	-0.14	-0.2	0.12	0.41	i	42	i	-4	-2.6	1208	-35	23	4.7	2.1	7.2
O=C(Nc1cccc(O)c1)c1ccccc1	6%	i	6%	0.078	-0.24	0.059	0.93	i	34	i	-2	-0.3	1089	-8	-8	4.5	2.5	3.4

The whole of this part, from the first entry:
SMILES	P. falciparum M1AAP	Yfh1-depleted yeast	M17LAP inhibition	Dynein transport	Dynein transport cytoplasmic EGFP	Dynein transport nuclear GR-EGFP	Dynein transport cell count	T cell HTS	T cell HTS vesicle-bound %	Autophagy mod	Autophagy mod cell loss 18 h	bCat nuc transl	bCat nuc transl cell count 5 µM	WT yeast gro inh	WT yeast gro inh mutant strain	MT stabilizer	MT stabilizer Hoechst-high %	MT stabilizer cytotoxicity %
CCN(CC)CCCN(Cc1cc2cc3c(cc2[nH]c1=O)OCCO3)C(=O)Nc1ccc(F)cc1	11%	i	-5%	-0.32	-0.3	-0.14	0.36	i	40	i	17	-0.6	1106	2	-19	4.1	4.0	10
Cc1cccc(OCCNC(=O)c2cc(-n3cnnc3)ccc2Cl)c1	2%	i	26%	0.89	-0.15	1.1	0.75	i	36	i	-25	2.2	1314	-10	-5	4.1	2.1	4.4
CCCNC(=O)c1onc(CSc2ccc(F)cc2)c1C(=O)NCCC	8%	i	-5%	0.072	-0.81	0.14	-0.033	i	42	x	x	0.1	1227	x	x	x	x	x
Cc1noc(C)c1COC(=O)[C@@H](NC(=O)c1ccccc1)C(C)C	4%	i	12%	0.56	-0.18	0.22	-0.25	i	21	i	-8	-3.7	1038	-4	-6	2.6	2.1	1.7
CCc1ccccc1N(C(=O)Cn1nnc2ccccc21)C(C(=O)NCCOC)c1ccco1 (stereo unspecified)	3%	i	16%	-0.14	-0.2	0.12	0.41	i	42	i	-4	-2.6	1208	-35	23	4.7	2.1	7.2
O=C(Nc1cccc(O)c1)c1ccccc1	6%	i	6%	0.078	-0.24	0.059	0.93	i	34	i	-2	-0.3	1089	-8	-8	4.5	2.5	3.4
O=C1c2cccc3c([N+](=O)[O-])ccc(c23)C(=O)N1CCc1ccccn1	2%	i	3%	2.8	6.6	3.3	-0.56	i	38	x	x	2.0	1205	x	x	x	x	x
O=C(CCCCCN1C(=O)C2C3C=CC(C3)C2C1=O)Nc1nccs1 (stereo unspecified)	4%	i	-3%	1.4	-0.14	1.2	-0.42	i	54	i	-1	x	x	4	2	6.8	2.4	4.6
O=C(NCCN1CCOCC1)c1ccc2c(c1)N(Cc1ccccc1F)C(=O)CS2	2%	x	4%	0.43	-0.22	0.42	0.63	i	52	i	3	0.7	1387	4	-7	4.0	1.5	7.0
O=C(C1CCCN(S(=O)(=O)c2cccs2)C1)N1CCN(C2CCCCC2)CC1 (stereo unspecified)	1%	i	5%	-0.46	-0.13	-0.042	0.13	i	28	i	-4	2.8	900	-12	0	5.6	1.9	9.8
NC(=O)c1ccc(-c2ccc(Br)cc2)o1	1%	i	-4%	-0.27	-0.2	-0.34	1.6	i	15	i	11	1.5	580	14	-1	3.5	1.6	6.2
CC(=O)CSc1ncnc2scc(-c3ccc(F)cc3)c12	0%	i	-1%	-0.094	-0.36	0.25	1.6	i	49	i	0	0.8	1541	15	17	3.9	2.0	15
O=c1c2[nH]c3ccccc3c2nc2n1CCS2	6%	i	11%	0.61	-0.28	0.17	-1.4	i	29	i	1	-1.3	1188	-8	12	3.1	2.4	4.6
CCN1CC(CN(C)Cc2cn(-c3ccc(C)cc3)nc2-c2ccc(F)cc2)CC1=O (stereo unspecified)	-2%	i	-7%	-0.3	-0.29	-0.21	0.54	i	57	i	0	0.4	983	-10	-2	2.5	1.2	7.3
CCOC(=O)CC(NC(C)=O)c1ccc([N+](=O)[O-])cc1 (stereo unspecified)	3%	i	11%	2.3	-0.17	1.3	-1.2	i	35	i	0	x	x	12	1	2.7	1.3	4.9
Cc1ccc2occ(C(c3nnnn3Cc3ccccc3)N3CCOCC3)c(=O)c2c1 (stereo unspecified)	10%	i	2%	-0.57	-0.18	-0.42	0.87	i	39	i	8	0.1	782	-6	-7	2.5	1.2	9.8
Cc1cc(NCCCn2ccnc2)n2c(nc3ccccc32)c1C#N	-3%	i	-35%	0.46	-0.2	0.43	-0.97	i	36	i	0	x	x	13	14	2.2	2.6	3.7
O=C(c1cc2cc(Cl)ccc2oc1=O)N1CCCC1	7%	i	11%	0.79	-0.21	0.34	0.097	i	40	i	-9	0.6	524	-23	-2	2.9	2.8	7.3
Cc1ccc(-c2c[n+](CC(=O)Nc3nc(-c4ccc(F)cc4)cs3)c3n2CCC3)cc1	13%	i	8%	0.27	-0.29	0.036	0.52	i	8	i	28	-3.0	1081	23	12	2.2	1.6	13
Cc1cc2oc(C(=O)NCc3ccc(S(N)(=O)=O)cc3)c(C)c2cc1C	1%	i	-4%	-0.37	-0.3	-0.51	0.8	i	8	i	-8	-1.8	1115	0	1	3.4	2.7	8.3
Cc1c(Cl)cccc1NC(=O)Cn1cc(C(F)(F)F)cc(Cl)c1=O	6%	i	-5%	-0.9	-0.23	-0.37	1.1	i	56	i	19	0.3	1580	4	5	2.0	2.0	0.4
O=C(Cc1ccccc1Cl)N1CCN(c2ncccn2)CC1	4%	i	-9%	0.31	-0.23	0.21	0.43	i	41	i	-14	3.8	919	-5	-24	2.7	2.4	8.7
Nc1ccccc1NC1CCCCC1	15%	i	23%	-0.68	0.1	-0.29	-0.16	x	x	i	-4	-0.3	1054	32	19	3.8	3.0	6.6
CC1=NN(C(=O)COc2ccccc2)C(O)(c2ccccc2)C1 (stereo unspecified)	2%	i	8%	0.62	-0.046	0.5	-0.29	i	54	i	-6	-1.5	827	6	8	2.2	2.5	6.1
Cc1cccc(C)c1NC(=O)CSc1nc2ccccc2c(=O)[nH]1	-4%	i	-2%	-0.78	-0.03	-0.43	0.61	i	23	i	2	2.4	1086	-3	-9	1.4	1.5	13
CCC(C)N(C)Cc1cccc(C2(O)CCN(S(=O)(=O)c3ccc(F)cc3)CC2)c1 (stereo unspecified)	5%	i	13%	-0.6	-0.38	-0.089	0.15	i	7	i	2	0.1	1405	4	2	2.1	2.5	8.4
CC(C)(C)SCCNC(=O)/C=C/c1ccc(F)cc1	10%	i	4%	-0.5	-0.34	-0.53	1.5	i	19	i	-2	0.5	953	-7	-9	1.9	3.8	9.3
S=C(NC1CCCCC1)N1CCn2cccc2C1c1ccncc1 (stereo unspecified)	1%	i	-9%	0.71	-0.2	-0.0062	0.38	i	22	i	18	2.4	1095	-4	8	4.9	2.5	5.9
O=C(c1cccs1)N1CCCC(c2nc3c(nnn3Cc3ccccc3)c(=O)[nH]2)C1 (stereo unspecified)	5%	i	15%	-0.66	-0.26	0.062	-0.13	i	7	x	x	-0.4	1265	x	x	x	x	x
CCOC(=O)CNC(c1ccccc1)c1cc(Br)ccc1NC(C)=O (stereo unspecified)	-1%	i	6%	0.16	-0.2	0.13	1.1	i	38	i	3	-0.2	1525	16	5	1.1	1.3	3.7

Screens from PubChem.
